Screens from PubChem.
NPC1 prom act – activates the NPC1 promoter. AID 485313. Huh7 NPC1 promoter luciferase reporter, 24 h. Potency, µM (doses to about 9.22 µM), without a hit: at the top dose activation, hits mostly activators. 2.4% of 320,000 active;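 also: potency is read from the fitted curve at half-maximal effect; % of control where 0% means no effect; nearly all actives have a fitted effect of over 60% in size; reporter is driven by a mutant NPC1 promoter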
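Stable NPC1-promoter luciferase Huh7 line; cpd (DMSO) 24 h, 37 °C, 5% CO2; Amplite luciferase reagent 10 min RT; luminescence readout. qHTS format.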
ELG1 genotox – genotoxicity induction in ELG1-luciferase HEK293T cells; HEK293T ELG1-luciferase reporter, luminescence, 16 h; Potency, µM (titrated, usually from 46 µM), inactives show at the highest dose activity change, positive = activation, most hits filed as activators; 1.3% of 330,000 active; also: potency is read from the fitted curve at half-maximal effect; % of control where 0% means no effect; nearly all actives have a fitted effect of over 60% in size
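DMSO vehicle served as control against compound-treated ELG1-luciferase HEK293T cells; exposure lasted 16 hr at 37 °C and 5% CO2, followed by ONE-Glo luminescence detection after 30 min.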
Gal4-VP16 FLuc – Gal4-VP16 reporter inhibition counter-screen. 3.5% of 310,000 active. Drosophila S2 Gal4-VP16 UAS-luciferase, luminescence, 20 h. Potency, µM (doses to about 53.6 µM), inactives show at the top dose activity, negative = inhibition, actives largely listed as inhibitors. AID 2546;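 also: Gal4-VP16 expression switched on by copper sulfate through the metallothionein promoter; potency is read from the fitted curve at half-maximal effect; % is scaled to controls: 0 for no effect and ±100 for the full control effect; nearly all actives have a fitted effect of over 50% in size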
Tb PFK block – inhibitors of T. brucei phosphofructokinase; AID 485367; 0.17% of 330,000 active; Potency, µM (doses to about 57.5 µM), without a hit: top-dose activity, negative = inhibition, most hits filed as inhibitors; T. brucei PFK, ADP-Glo luminescence; O15648;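 also: potency is read from the fitted curve at half-maximal effect; 0% = uninhibited 1x PFK enzyme wells and -100% = no-enzyme wells; nearly all actives have a fitted effect of over 60% in size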
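1.25 nM PFK with 0.5 mM F6P and 0.1 mM ATP in 0.1 M TEA pH 8.0, 5 mM MgCl2, incubated 45 min at room temperature; ADP measured by ADP-Glo luminescence; compounds titrated up to 57 uM.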
uPA generation – blocks generation of uPA at the cell surface; cell surface uPA generation assay, qHTS; Potency, µM (doses to about 38.3 µM), for inactives: top-dose activity change, negative = inhibition, usual class: inhibitors; 0.31% of 330,000 active; active = well fitted inhibition curve with a large enough effect; inconclusive = small, poorly fitted or top-dose-only effect; inactive = no such curve, though single readings can be large or run the other way; tested in mouse RAW 264.7 cells; also: potency is read from the fitted curve at half-maximal effect; % is scaled to controls: 0 for no effect and ±100 for the full control effect; nearly all actives have a fitted effect of over 55% in size
Giardia kill – kills Giardia lamblia | 0.15% of 340,000 active | Giardia lamblia trophozoite viability | activity change, % at 7.66 µM, hits read low; in the data active = activity change below about -80%; inconclusive = between about -30% and that limit;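 also: parasites exposed to compound for two days anaerobically before the ATP read; % is scaled to controls: 0 for no effect and ±100 for the full control effect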
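Killing of trophozoites was scored by loss of ATP luminescence after a 48 hrs anaerobic exposure to compounds at 37 deg C, using 100 cells per well.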
FBPA coupling cs – counter-screen for Giardia aldolase inhibitors: coupling enzyme system | AID 2472 | 0.67% of 290,000 active | coupling enzyme system counterscreen, AmpLite Red fluorescence | activity change, negative = inhibition, % at 58.2 µM, hits read low; in the data active = activity change below about -30%; also: % is scaled to controls: 0 for no effect and ±100 for the full control effect
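First, compound is pin-transferred into glyceraldehyde-3-phosphate coupling-enzyme reagent at 57.5 uM final and held 10 min at RT. Next, substrate, coupling system and AmpLite Red are added. After 20 min RT, fluorescence (525/598 nm) is read.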
KCNH2 3.1 inh – KCNH2 3.1 (human) potassium channel inhibition; U2OS KCNH2 3.1, thallium flux FluxOr; active compounds read low; activity change, % (tested at about 1.8 µM); 0.95% of 340,000 active; AID 720553;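 active = maximum activity change below -70%; inconclusive = maximum activity change from -70% to -50%; inactive = maximum activity change above -50%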;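 also: thallium influx rate constant from kinetic fluorescence after stimulation buffer; % is scaled to controls: 0 for no effect and ±100 for the full control effect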
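Thallium flux via FluxOr fluorescence (Red40 quencher, 45 min loading) in U2OS cells virally expressing the KCNH2 3.1 isoform (1.77 x 10^8 /mL virus, overnight at 37 C). Rate constants from 2-min kinetic reads post-stimulation, normalised to positive and negative controls.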
FLuc modulator – inhibits or activates purified firefly luciferase, miR-21 counter-screen; Potency, µM (doses to about 57.5 µM), for the others: at the top dose activity change, negative = inhibition, hits mostly inhibitors; P08659; purified FLuc, Km substrates, luminescence inhibition; 6.9% of 360,000 active; AID 588342;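 also: potency is read from the fitted curve at half-maximal effect; plate controls were vehicle for no effect and reference inhibitor for full effect; nearly all actives have a fitted effect of over 55% in size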
Target sequence (P08659 whole entry, looked up): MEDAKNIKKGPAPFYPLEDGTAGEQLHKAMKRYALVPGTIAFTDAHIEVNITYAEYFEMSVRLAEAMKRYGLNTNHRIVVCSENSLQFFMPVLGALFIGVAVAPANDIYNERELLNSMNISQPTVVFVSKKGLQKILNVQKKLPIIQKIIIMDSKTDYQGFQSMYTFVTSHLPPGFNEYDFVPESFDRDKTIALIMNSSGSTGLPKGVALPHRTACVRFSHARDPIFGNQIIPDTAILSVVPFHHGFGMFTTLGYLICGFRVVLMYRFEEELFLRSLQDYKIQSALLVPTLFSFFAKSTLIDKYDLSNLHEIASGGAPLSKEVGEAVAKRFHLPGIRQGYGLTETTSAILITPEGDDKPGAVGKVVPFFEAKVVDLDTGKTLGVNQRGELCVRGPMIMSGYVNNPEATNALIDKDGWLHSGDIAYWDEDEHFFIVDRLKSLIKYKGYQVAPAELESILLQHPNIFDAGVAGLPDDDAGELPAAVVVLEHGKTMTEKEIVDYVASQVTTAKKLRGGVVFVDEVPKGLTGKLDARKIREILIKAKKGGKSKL
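Biochemical qHTS of compounds, final roughly 60 µM downward over six points, against 10 nM purified firefly luciferase using Km concentrations of substrates (10 uM D-luciferin, 10 uM ATP) in Tris acetate pH 7.5 buffer; luminescence output.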
Rab9 promoter act – activates the Rab9 promoter | Huh7 Rab9 promoter-luciferase reporter, luminescence, 24 h | Potency, µM (highest dose often 9.22 µM), without a hit: top-dose activation, negative = inhibition, actives largely listed as activators | 2.8% of 320,000 active | AID 485297; also: potency is read from the fitted curve at half-maximal effect; % of control where 0% means no effect; nearly all actives have a fitted effect of over 60% in size
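Luciferase signal after 10 min detection reagent at ambient indicates Rab9 promoter upregulation; stably transfected Huh7 cells were treated 24 h with compound in DMSO at 37 °C, 5% CO2.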
RORg inh – blocks mouse ROR gamma transcriptional activity. P51450. Drosophila S2 Gal4-RORgamma UAS-luciferase reporter, 20 h. Potency, µM (series often up to 53.6 µM), without a hit: at the highest dose activity change, negative = inhibition, most hits filed as inhibitors. 5.4% of 310,000 active. AID 2551; also: potency is read from the fitted curve at half-maximal effect; % is scaled to controls: 0 for no effect and ±100 for the full control effect; nearly all actives have a fitted effect of over 60% in size
Target sequence (P51450 whole entry, looked up, the tested form may be a part): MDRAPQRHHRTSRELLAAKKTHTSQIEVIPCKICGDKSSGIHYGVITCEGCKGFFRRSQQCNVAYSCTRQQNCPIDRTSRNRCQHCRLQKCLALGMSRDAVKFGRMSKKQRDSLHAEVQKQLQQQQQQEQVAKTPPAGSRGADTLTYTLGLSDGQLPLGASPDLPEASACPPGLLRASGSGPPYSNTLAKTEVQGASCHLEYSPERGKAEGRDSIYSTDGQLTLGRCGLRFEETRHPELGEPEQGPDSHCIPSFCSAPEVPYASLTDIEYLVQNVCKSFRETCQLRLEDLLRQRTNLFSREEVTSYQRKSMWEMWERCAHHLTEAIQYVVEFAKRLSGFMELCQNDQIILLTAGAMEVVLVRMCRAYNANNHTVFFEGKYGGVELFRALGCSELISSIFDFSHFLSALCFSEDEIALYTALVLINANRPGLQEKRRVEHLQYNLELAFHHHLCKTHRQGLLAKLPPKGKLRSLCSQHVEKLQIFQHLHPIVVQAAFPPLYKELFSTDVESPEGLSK
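Compounds are pin-transferred onto Drosophila Schneider cells expressing a copper-inducible Gal4–ROR gamma transactivation domain fusion. After 1 hr, copper sulfate is added to 700 uM final; luciferase is read 20 hr later.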
* marks the source's active call; other numbers are inactive results; ? = inconclusive; . = not tested or not shown; [ ] = dose if it differs, or a comment. Unless noted, calls follow the shape of the dose curve; as a rule, active = well fitted curve in the direction sought with a large enough effect; inconclusive = small, poorly fitted or top-dose-only effect, or another doubt; inactive = no such curve, though single readings can be large; an effect the other way counts as inactive or inconclusive.

smiles	NPC1 prom act	ELG1 genotox	Gal4-VP16 FLuc	Tb PFK block	uPA generation	Giardia kill	FBPA coupling cs	KCNH2 3.1 inh	FLuc modulator	Rab9 promoter act	RORg inh
Cc1ccc(S(=O)(=O)N2CCCN(Cc3nc4ccccc4c(=O)[nH]3)CC2)cc1	0%	-5%	.	-11%	-11%	-10	.	6	2%	0%	.
CCOC(=O)c1nc(-c2ccc(OC)c(OC)c2)no1	-2%	4%	3%	2%	-3%	-4	1	20	-10%	-1%	0%
COc1cc(C(=O)NC(=S)NNC(=O)c2cnccn2)cc(OC)c1OC	-8%	0%	-1%	0%	10µM*	?	0	-14	3%	-11%	-10%
CN(CC(=O)N1CCN(c2ccc(F)cc2)CC1)S(=O)(=O)c1ccc(F)cc1	7%	2%	?	-2%	-4%	-2	-5	5	4%	0%	22%
OCCNc1nc(Nc2ccccc2)nc2ccccc12	-8%	-5%	-7%	4%	-7%	-3	0	0	?	-3%	-32%
N#Cc1cccc(C(=O)OCC(=O)NC(=O)NC2CCCCC2)c1	-3%	4%	.	-8%	2%	-14	.	26	5%	3%	.
O=C(CSc1nc2ccccc2c(=O)n1Cc1ccco1)NCc1ccco1	-1%	-6%	?	-2%	8%	1	6	-20	1%	-3%	-25%
Cc1ccc2[nH]ccc(=O)c2c1	-3%	9%	-10%	1%	-8%	6	0	.	0%	-3%	-2%
CN1CCC(=NNC(=O)CN(c2ccccc2)S(=O)(=O)c2ccccc2)CC1	-9%	8%	-8%	-3%	-2%	15	.	-9	2%	3%	9%
C[C@@H](OC(=O)N1CCCCC1)[C@H]1O[C@]2(C)CCCC[C@H]1O2	-1%	5%	.	0%	7%	-5	.	11	1%	-3%	.
CCCC12CN3CC(C)(CN(C1)C3c1ccco1)C2=O (stereo not given)	-5%	2%	1%	-2%	6%	-14	-1	-1	-4%	5%	22%
O=c1oc2ccccc2cc1-c1nc2ccccc2o1	3.5µM*	?	?	11%	.	-19	.	4	3µM*	2.8µM*	?
O=C(O)C1CCN(C(=O)CCN2C(=O)S/C(=C\c3ccccc3)C2=O)CC1	-4%	-1%[9.26 µM]	3%	5%	-20%	8	-1	-4	?	-3%	-11%
O=C(N/N=C/c1sc(N2CCOCC2)nc1-c1ccccc1)c1cccc(S(=O)(=O)N2CCCC2)c1	-42%[inhibitor]	-14%	-14%	1%	-3%	2	0	10	-2%	-43%[inhibitor]	?
O=C1NC2NC(=O)N(C(Cc3ccccc3)C(=O)O)C2N1 (stereo not given)	-1%	-2%	-3%	2%	2%	-2	-1	-17	2%	8%	2%
COc1ccc(N(CC(=O)NCc2ccco2)C(=O)CNS(=O)(=O)c2ccc(Cl)cc2)cc1	-4%	-1%	19%	0%	3%	-18	-1	1	1%	-3%	39%
COc1ccc(Cc2nc(-c3cccs3)no2)cc1	?	?	4%	1%	14%	4	4	11	15µM*	?	2%
CC(=O)N1c2ccc(S(=O)(=O)NCCC(=O)Nc3ccc(C)c(F)c3)cc2CC1C (stereo not given)	0%	0%[9.26 µM]	-11%	1%	-2%	7	0	11	-1%	-1%	24%
Cc1cccc(NC(=O)CN2C(=O)N/C(=C\c3ccc(N4CCOCC4)cc3)C2=O)c1	?	?	-10%	0%	1%	2	1	-1	3µM*	?	44%
CC(C)N(C(=O)CSc1nc2ccccc2n1-c1ccccc1)C(C)C	1%	-6%	?	0%	.	5	.	6	-16%	-6%	11µM*
COc1ccc(NC(=O)c2cc(-c3ccco3)on2)cc1OC	2%	?	2%	-1%	0%	-1	5	-4	-5%	2%	1%
Cc1ccc(S(=O)(=O)NCC(=O)OCC(=O)c2c(N)n(C)c(=O)n(C)c2=O)cc1	-3%	1%	2%	0%	-4%	1	0	-2	3%	-2%	17%
CC1(C)N=C(c2ccccn2)C(C)(C)N1O	0%	0%	6%	-2%	9%	4	0	-9	0%	0%	?
Cc1cc(C)n2nc(C(=O)OCC(=O)N(C)C3CCS(=O)(=O)C3)nc2n1 (stereo not given)	0%	-2%	.	7%	2%	-13	.	-3	5%	-4%	.
Cc1ccc(C(=O)Nc2nc(-c3cccnc3)cs2)o1	19%	1%	9%	-1%	6%	0	0	3	21µM*	21%	26%
COC(=O)CCC/C=C1/SCC(NC(=O)c2ccccc2)C1=O (stereo not given)	5%	17%	4%	-11%	-1%	16	1	-1	?	5%	2%
CCc1ccc(OCCNC(=O)c2cccs2)cc1	9%	27%	?	-3%	1%	5	1	-4	?	7%	10%
CCC1(c2ccccc2)NC(=O)N(CC(=O)Nc2cc(S(=O)(=O)N3CCCCC3)ccc2N(C)C)C1=O (stereo not given)	-8%	-4%	.	2%	-2%	15	.	1	-1%	7%	.
CCOc1cc(S(=O)(=O)N2CCCCCC2)ccc1F	1%	2%	0%	1%	.	-2	3	6	-7%	0%	15%
Cc1ccc(-c2cc(C(=O)N3CCN(C4CCS(=O)(=O)C4)CC3)c3ccccc3n2)cc1 (stereo not given)	23%	0%	.	0%	?	?	.	7	.	14%	.
Cc1cccn2c(=O)c(/C=C(\C#N)C(=O)NC3CCS(=O)(=O)C3)c(N3CCC(C(N)=O)CC3)nc12 (stereo not given)	0%	0%	-10%	0%	0%	-9	0	4	-1%	-2%	32%
CC(=O)c1ccc(NC(=O)c2ccc3nc(C)sc3c2)cc1	2µM*	?	?	2%	-1%	1	2	25	?	2.8µM*	10%[1.91 µM]
CCCCc1cc(=O)oc2cc(C)cc(OC(C)C(=O)NCc3ccncc3)c12 (stereo not given)	-11%	0%	-7%	-2%	4%	-5	.	8	-2%	-1%	-3%
NC(=O)c1ccsc1NC(=O)COc1ccccc1	?	8.9µM*	.	-2%	.	6	1	11	12µM*	3.2µM*	-4%[0.365 µM]
O=C(NN=Cc1ccc(O)cc1)c1ccccc1NS(=O)(=O)c1cccs1	.	2%	.	0%	3%	-12	.	24	.	.	.
Cc1ccc(-c2noc(CCC(=O)N3CCN(c4cc(C)ccc4C)CC3)n2)cc1	.	1%	.	1%	14%	5	.	1	.	.	.
NNC(=O)CSCc1ccc(Cl)cc1Cl	-5%	0%	9%[10 µM]	-3%	4%	6	0	-11	-1%	-8%	-16%
Cc1ccc(SCC(=O)c2c(C)nc3ccccn23)cc1	8%	0%	-21%	-4%	-6%	19	-1	-3	?	22%	-44%
COC(=O)[C@H]1Cc2cnoc2C[C@]1(C)C(=O)O	-1%	-1%	-10%	-5%	3%	3	2	5	1%	1%	-18%
CS(=O)(=O)N1CCc2cc(C(=O)N3CCOCC3)ccc21	-4%	-2%	-10%[0.365 µM]	0%	11%	-1	2	12	7%	-7%	-2%
CC(C)c1nccn1S(=O)(=O)c1cc([N+](=O)[O-])ccc1Cl	-1%	?	3%	1%	4%	1	5	4	5%	-3%	?
COc1cccc(C(=O)Nc2nc(-c3ccc(S(=O)(=O)N4CCOCC4)cc3)cs2)c1	-6%	-31%[inhibitor]	.	12%	-1%	-6	-4	-5	-6%	-10%	-27%[0.365 µM]
CCOc1ccc(C(=O)/C=C/Nc2ccc(S(=O)(=O)Nc3cc(C)nc(C)n3)cc2)cc1	12%	19%	-6%	0%	-1%	-30	0	-6	?	24%	22%
COc1ccc(NC(=O)CS(=O)(=O)c2ccc(C)cc2)c(OC)c1	-2%	-1%	2%	-7%	0%	-4	1	15	1%	-1%	-2%
Cc1ccc(NC(=O)CCS(=O)(=O)c2ccc3c(c2)NC(=O)C(C)S3)cc1Cl (stereo not given)	-2%	-5%	-7%	-5%	7%	4	-3	3	-2%	-2%	-19%
O=C(NNC(=O)c1cccc(O)c1)Nc1ccc([N+](=O)[O-])cc1	-1%	-4%	-1%	-25%	1%	4	-6	-3	4%	2%	12%
CN(C)S(=O)(=O)Oc1ccc(C(=O)Nc2cccc(C(F)(F)F)c2)cc1	-9%	-4%	-24%	0%	?	14	-4	-17	?	-8%	40%
Cc1ccc(Cl)c(NC(=O)CN2CCNC(=O)C2)c1Cl	-6%	-1%	7%	0%	4%	-22	-1	1	0%	9%	-9%
CCCN(CC1CC1)C(=O)COC(=O)c1ccc(C)cc1O	.	0%	.	0%	3%	9	.	11	.	.	.
COc1cc(NC(=O)Nc2cccc(Cl)c2)c(OC)cc1NC(=O)CN1CCCCC1	-10%	-15%	.	-9%	-10%	-12	-5	-3	-8%	-1%	-13%[0.365 µM]
Cc1cc(C)c(NC(=O)COc2nc3ccccc3nc2C)c(C)c1	-4%	1%	-9%	2%	2%	29	-2	-28	7%	0%	-16%
COc1ccc(CN2CCN(S(=O)(=O)c3ccc(F)cc3)CC2)c(OC)c1OC	0%	-7%	3%	-4%	6%	6	-2	6	5%	-3%	2%
Cc1nc(-c2ccc(NC(=O)c3ccc(Br)o3)cc2)cs1	1.8µM*	2.9µM*	-15%	-21%	-8%	-28	-2	5	1.5µM*	0.79µM*	0%
CCOC(=O)c1cc(C(=O)NN)c(=O)[nH]c1C	-2%	4%	-12%	1%	-3%	-2	1	13	-3%	-7%	7%
